Akt phos inh – HTS Assay for Inhibitors of Akt Phophorylation: Primary Screen; 360,000 compounds, 0.32% hits; Neuro2A IGF-stimulated pAkt S473 HTRF, 20 min; stronger effect = lower value; AID 651550, 2012; activity change, % for hits at 50 µM; in the data active means activity change below about -80%; inconclusive means mostly about -51% to -80%; further: on the % scale 0 is the no-effect control and ±100 the full control effect
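Neuro2A cells (4,500/well, DMEM with 0.5% FBS) were treated with compound at a single 50 µM final concentration, stimulated with 6 nM IGF for 20 min at 37 °C, and lysed. Phospho-Akt Ser473 was read by HTRF as 665/615 ratio ×10^4.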
GLP-1R inv ag – qHTS of GLP-1 Receptor Inverse Agonists (Inhibition Mode); Glucagon-like peptide 1 receptor (Homo sapiens), P43220; HEK293 GLP-1R CRE-luciferase, luminescence, 24 h; GLP-1R form is constitutively active; Potency, µM (highest dose often 38.3 µM), for the others: top-dose activity change, negative = inhibition, actives largely listed as inhibitors; 410,000 compounds, 1.6% hits; further: potency means the concentration at half of the fitted maximal effect; on the % scale 0 is the no-effect control and ±100 the full control effect; nearly all actives have a fitted effect of over 55% in size
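HEK293 cells stably co-expressing constitutively active GLP-1R and a cAMP-responsive luciferase reporter were seeded in DMEM with 10% Nu serum, given compounds after 12 h, and incubated 24 h at 37 deg C. Luminescence was then read.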
FUS suppressor – qHTS for Suppressors of FUS Proteinopathy: Primary screen using FUS-linked yeast assay; AID 1347120, 2019; S. cerevisiae FUS-expressing, growth rescue, OD600, 24 h; 390,000 compounds, 0.24% hits; Potency, µM (series often up to 76.6 µM), without a hit: at the highest dose growth rescue (activation), hits mostly activators;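 further: potency means the concentration at half of the fitted maximal effect; plate controls were DMSO vehicle for no effect and reference control for full effect; nearly all actives have a fitted effect of over 55% in size; some results filed as inactive show a strong effect at the top dose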
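Cultures pregrown in 2.5% raffinose medium are shifted to minimal medium containing 2% galactose to express toxic FUS. Compounds are tested at several concentrations. After 24hr at 30C, growth is quantified at 600 nm absorbance.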
GLP-1R agonist – qHTS of GLP-1 Receptor Agonists. 380,000 compounds, 0.007% hits. Potency, µM (top dose mostly 45.6 µM), for inactives: at the highest dose activation, most hits filed as activators. HEK293 GLP-1R CRE-luciferase, luminescence, 4-6 h; cells express a hypersensitive GLP-1R form. Glucagon-like peptide 1 receptor (Homo sapiens), P43220; further: potency means the concentration at half of the fitted maximal effect; % of control where 0% means no effect
aSyn yeast inh – qHTS of alpha-syn Inhibitors. Yeast expressing alpha-synuclein, growth rescue, BacTiter-Glo, 24 h. Potency, µM (doses to about 46.1 µM), inactives show at the highest dose growth rescue (activation), hits mostly activators. 370,000 compounds, 0.14% hits. AID 652106, 2013; further: potency means the concentration at half of the fitted maximal effect; % of control where 0% means no effect; nearly all actives have a fitted effect of over 65% in size
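Galactose-induced alpha-syn yeast (OD600=0.02, raffinose-pregrown) + pinned cpd, 24 hr, 30 deg C; growth by BacTiter-Glo luminescence. Growth restoration scores as activation.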
DRD3 antagonist – qHTS of D3 Dopamine Receptor Antagonist: qHTS; D(3) dopamine receptor (Homo sapiens), P35462; D3R cells, DiscoveRx beta-arrestin luminescence, antagonist mode; stronger effect = lower value; max response, negative = inhibition, %; 360,000 compounds, 2.5% hits; AID 652054, 2013; in the data active means max response below about -50%; inconclusive means no clear call, values can overlap the other calls; further: on the % scale 0 is the no-effect control and ±100 the full control effect; mostly tested at two doses, the higher about 12 µM
Target sequence (P35462 whole entry, looked up): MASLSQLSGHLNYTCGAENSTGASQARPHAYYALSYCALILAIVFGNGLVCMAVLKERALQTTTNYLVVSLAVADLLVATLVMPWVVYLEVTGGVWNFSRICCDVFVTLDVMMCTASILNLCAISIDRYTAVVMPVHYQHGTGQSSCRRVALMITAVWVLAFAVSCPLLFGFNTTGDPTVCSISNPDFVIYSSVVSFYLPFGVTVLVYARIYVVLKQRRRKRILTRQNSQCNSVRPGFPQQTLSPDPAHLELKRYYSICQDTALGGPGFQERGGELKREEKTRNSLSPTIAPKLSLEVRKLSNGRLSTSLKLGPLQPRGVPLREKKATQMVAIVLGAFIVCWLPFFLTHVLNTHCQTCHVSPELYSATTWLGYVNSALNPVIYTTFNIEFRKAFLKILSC
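Cells expressing the human receptor were seeded at 1500 cells/well, incubated overnight at 37 degrees C in 5% CO2, then exposed to library compounds with dopamine controls for 90 minutes at 37 degrees C before luminescent detection.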
PTHR1 agonist – qHTS for PTHR1 Agonists: Primary Screen | Parathyroid hormone/parathyroid hormone-related peptide receptor (Homo sapiens), Q03431 | HEK293 GP2 PTHR1 cells, GloSensor cAMP luminescence, 1 h | Potency, µM (highest dose often 115 µM), for the others: at the top dose activation, most hits filed as activators | 410,000 compounds, 0.075% hits | AID 743266, 2014; further: potency means the concentration at half of the fitted maximal effect; nearly all actives have a fitted effect of over 55% in size; some results filed as inactive show a strong effect at the top dose; inactives centre near -15; many of its hits are not listed in these tables
Target sequence (Q03431 whole entry, looked up): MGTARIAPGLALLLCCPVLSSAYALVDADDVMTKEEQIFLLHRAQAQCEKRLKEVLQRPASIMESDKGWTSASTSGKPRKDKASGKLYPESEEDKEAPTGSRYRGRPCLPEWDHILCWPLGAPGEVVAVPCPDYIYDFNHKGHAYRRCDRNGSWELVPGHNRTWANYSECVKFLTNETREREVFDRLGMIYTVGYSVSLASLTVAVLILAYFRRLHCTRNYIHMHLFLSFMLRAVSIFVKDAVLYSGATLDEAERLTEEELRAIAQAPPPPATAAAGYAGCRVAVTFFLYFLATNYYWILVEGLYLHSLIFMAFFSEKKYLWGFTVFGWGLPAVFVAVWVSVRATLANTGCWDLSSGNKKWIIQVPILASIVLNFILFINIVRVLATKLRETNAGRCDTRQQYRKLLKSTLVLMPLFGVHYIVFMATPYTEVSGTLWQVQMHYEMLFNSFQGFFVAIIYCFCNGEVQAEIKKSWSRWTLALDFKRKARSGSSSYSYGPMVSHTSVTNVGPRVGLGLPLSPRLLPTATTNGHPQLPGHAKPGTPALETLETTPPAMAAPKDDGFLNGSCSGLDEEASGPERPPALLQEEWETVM
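HEK-293-derived GP2 cells expressing PTHR1 and a GloSensor cAMP reporter, 3,000/well, plated overnight, given luciferin plus IBMX (each 0.5 mM as added) for 1 h at 37 °C, then compound for 1 h at 37 °C. Luminescence was read after 15 min at room temperature.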
Abeta yeast res – qHTS for compounds that reverse cellular toxicity of Amyloid beta (A-beta) peptide in yeast: Primary Screen. AID 1347071, 2019. Potency, µM (highest dose often 46.1 µM), for inactives: at the top dose growth rescue, usual class: activators. yeast expressing A-beta42, growth rescue, OD600, 48 h; response scale: 0% DMSO, 100% iron-clioquinol control. 410,000 compounds, 0.063% hits; further: potency means the concentration at half of the fitted maximal effect; nearly all actives have a fitted effect of over 55% in size
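Yeast A-beta toxicity model in growth medium with pinned compounds, 48 h at 30 C; growth read as absorbance at 600 nm. Normalized to FeCl3/clioquinol equimolar mix (positive) and DMSO (negative).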
TDP43 rescue – qHTS of TDP-43 Inhibitors. Potency, µM (highest dose often 46.1 µM), without a hit: at the highest dose growth rescue (activation), most hits filed as activators. AID 652104, 2013. TDP-43 expressing yeast growth rescue, BacTiter-Glo, 24 h. 410,000 compounds, 1.8% hits; further: potency means the concentration at half of the fitted maximal effect; % of control where 0% means no effect; nearly all actives have a fitted effect of over 50% in size
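Readout is BacTiter-Glo luminescence of cell growth, so inhibitors register as activators. TDP-43-expressing yeast at OD600=0.02 in galactose medium, after raffinose pregrowth to mid-log, were incubated with compound for 24 hr at 30 deg C.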
Numbers without * were called inactive; i = inactive; ? = inconclusive; · = no result given; [ ] = remark or other dose. Unless noted, the call rests on the fitted dose curve; in most records, active means well fitted curve in the direction sought with a large enough effect; inconclusive means small, poorly fitted or top-dose-only effect, or another doubt; inactive means no such curve, though single readings can be large; an effect the other way counts as inactive or inconclusive. A portion of the library; the hit share may differ from the screen's.

SMILES	Akt phos inh	GLP-1R inv ag	FUS suppressor	GLP-1R agonist	aSyn yeast inh	DRD3 antagonist	PTHR1 agonist	Abeta yeast res	TDP43 rescue
Cc1cc(NCCCO)n2c(nc3ccccc32)c1C#N	i	13%	3%	8%	-1%	9	i	13%	-15%
COc1ccc(-c2cnn(-c3ccccc3)c2N)cc1OC	i	32%[activator]	15%	1%	-13%	-10	i	-3%	9%
Cc1c(NC(=O)c2ccccc2N(C)S(=O)(=O)c2ccccc2)c(=O)n(-c2ccccc2)n1C	i	-2%	12%	-3%	8%	?	i	17%	4%
CCCCC12CN3CCN(CC(C3)/C1=N\NC(=O)Nc1ccccc1)C2	i	-20%	14%	4%	9%	20	-5%	-5%	-16%
COc1ccc(NC(=O)C2(C)CCCN(C(C)C)C2)cc1OC (stereo not given)	i	-12%	-18%	8%	-5%	17	i	-8%	10%
Cc1onc(-c2c(F)cccc2Cl)c1C(=O)NCCc1ccncc1	i	9%	·	-2%	-5%	-3	-14%	-11%	13%
CN(CC(=O)Nc1ccc(F)cc1)C(=O)CSc1nnc(Cc2ccccc2)o1	i	-26%	·	-11%	-4%	-11	-28%	-11%	22%
CCn1cc(C(=O)NCCc2ccc(C)cc2)c(=O)c2cc(S(=O)(=O)N3CCCCC3)ccc21	·	3%	-3%	·	·	·	i	-17%	-9%
Cc1nc(NCC2CCCO2)c2oc3ccccc3c2n1 (stereo not given)	i	11%	10%	-5%	-5%	5	i	11%	-3%
Cc1ccc(NC(=O)Nc2cn(CC(C)C)c(=O)c3ccccc23)cc1N(C)C	·	-13%	-6%	16%	8%	·	i	-17%	15%

Nine successive compounds already listed, quoted:
SMILES	Akt phos inh	GLP-1R inv ag	FUS suppressor	GLP-1R agonist	aSyn yeast inh	DRD3 antagonist	PTHR1 agonist	Abeta yeast res	TDP43 rescue
COc1ccc(-c2cnn(-c3ccccc3)c2N)cc1OC	i	32%[activator]	15%	1%	-13%	-10	i	-3%	9%
Cc1c(NC(=O)c2ccccc2N(C)S(=O)(=O)c2ccccc2)c(=O)n(-c2ccccc2)n1C	i	-2%	12%	-3%	8%	?	i	17%	4%
CCCCC12CN3CCN(CC(C3)/C1=N\NC(=O)Nc1ccccc1)C2	i	-20%	14%	4%	9%	20	-5%	-5%	-16%
COc1ccc(NC(=O)C2(C)CCCN(C(C)C)C2)cc1OC (stereo not given)	i	-12%	-18%	8%	-5%	17	i	-8%	10%
Cc1onc(-c2c(F)cccc2Cl)c1C(=O)NCCc1ccncc1	i	9%	·	-2%	-5%	-3	-14%	-11%	13%
CN(CC(=O)Nc1ccc(F)cc1)C(=O)CSc1nnc(Cc2ccccc2)o1	i	-26%	·	-11%	-4%	-11	-28%	-11%	22%
CCn1cc(C(=O)NCCc2ccc(C)cc2)c(=O)c2cc(S(=O)(=O)N3CCCCC3)ccc21	·	3%	-3%	·	·	·	i	-17%	-9%
Cc1nc(NCC2CCCO2)c2oc3ccccc3c2n1 (stereo not given)	i	11%	10%	-5%	-5%	5	i	11%	-3%
Cc1ccc(NC(=O)Nc2cn(CC(C)C)c(=O)c3ccccc23)cc1N(C)C	·	-13%	-6%	16%	8%	·	i	-17%	15%

Continuation:
SMILES	Akt phos inh	GLP-1R inv ag	FUS suppressor	GLP-1R agonist	aSyn yeast inh	DRD3 antagonist	PTHR1 agonist	Abeta yeast res	TDP43 rescue
Cc1c(N)cc(N)cc1C(=O)O	i	-4%	5%	6%	-4%	-2	i	1%	0%
COc1ccc(C2=Nn3c(nnc3-c3ccncc3)SC2)cc1OC	i	0%	9%	?	-3%	?	i	3%	-21%
CCC(C)Nc1c2c(nc3c(-c4ccccc4)c(C)nn13)CCC2 (stereo not given)	i	0%	24%	10%	-1%	-18	i	-5%	-6%
CC(C)NC(=O)C(=O)Nc1ccc2c(c1)N(S(=O)(=O)c1cccs1)CCC2	i	-29%	32%	2%	-4%	3	-70%[inhibitor]	1%	18%
CCOc1ccc(N(CC(=O)NCc2ccccc2Cl)S(=O)(=O)c2c(C)noc2C)cc1	i	-14%	-9%	-2%	0%	-2	i	9%	7%
CCN(CC(=O)Nc1ccc(NC(C)=O)cc1)C(=O)/C=C/c1cn(-c2ccccc2)nc1-c1ccc(C)cc1	i	?	32µM*	-5%	3%	12	i	2%	16%
Cc1ccc(NC(=O)CCC(=O)N2Cc3ccccc3Oc3ncccc32)cc1F	·	-7%	11%	·	·	·	-13%	6%	22%
COc1ccc(-n2c(C)cc(C(=O)COC(=O)Cc3n[nH]c(=O)c4ccccc34)c2C)cc1	i	?	·	8%	-1%	-19	-39%[inhibitor]	11%	?
CC1=NN(c2ccc(C)cc2)C(=O)/C1=C\c1ccc(Br)s1	i	1%	·	-16%	0%	-28	-27%	1%	28%
CN1CCCN(Cc2cccc3ccccc23)CC1	i	?	-7%	-8%	-5%	-2	-20%	7%	12%
CC(C)Oc1ccc(C(=O)NCc2cccs2)cc1	i	?	12%	0%	3%	7	-4%[57.5 µM]	7%	4%
Cc1[nH]c(C)c(S(=O)(=O)NCc2ccc(F)cc2)c1C(=O)N1CCCCC1	i	-3%	11%	0%	2%	10	i	-7%	-14%
O=C(CN1C(=O)NC(Cc2ccccc2)C1=O)Nc1ccccc1F (stereo not given)	i	-13%	-19%	-3%	-1%	-2	-24%	18%	1%
Cc1cc(-c2ccc(NS(=O)(=O)c3ccccc3)c(C)c2)ccc1NS(=O)(=O)c1ccccc1	i	?	0%	8%	-10%	-28	-25%	-4%	-12%
Cc1ccc(S(=O)(=O)N2CC(CO)=CCC2c2ccccc2)cc1 (stereo not given)	i	16%	12%	·	9%	0	-62%[inhibitor]	8%	21%
CCOc1ccc(C(=O)Nc2c(C(=O)c3ccc(OC)cc3)oc3ccccc23)cc1	·	-10%	-15%	20%	2%	·	i	-1%	9%
CNCc1ccccc1Sc1cccc2ccccc12	i	?	·	16%	-3%	6	-58%[inhibitor]	1%	-7%
CC(C)NC(=O)CNc1ccc(C(F)(F)F)cc1[N+](=O)[O-]	i	1%	-13%	13%	0%	6	-25%	12%	18%
Cc1ccccc1CCNC(=O)C1CCN(S(=O)(=O)c2ccc3c(ccn3C)c2)CC1	·	-1%	1%	·	·	·	-25%	5%	23%
COc1ccc(-c2ccc(CNCCCN3CCOCC3)o2)cc1Cl	i	?	27%	0%	5%	-25	i	4%	-2%
CCOc1ccc(N2C(=O)/C(=C/c3cc(OC)c(OC)c(OC)c3)N(CC(=O)OC)C2=S)cc1	i	?	27%	-3%	9%	-14	i	23%	2%
O=C(c1cccs1)N(C(=O)c1cccs1)c1ccccn1	i	0%	-5%	-5%	2%	7	i	1%	-15%
NC(=O)c1ccsc1NC(=O)COC(=O)Cc1n[nH]c(=O)c2ccccc12	i	9%	42%	3%	-1%	0	-38%[inhibitor]	8%	-5%
Cc1ccc(S(=O)(=O)N(C)c2ccc(OCC(=O)OCc3cccc(Br)c3)cc2)cc1	i	-15%	7%	8%	10%	-20	i	14%	15%
CC(=O)N1CCc2ccccc2C1CC(=O)O (stereo not given)	i	-3%	6%	4%	-3%	-22	i	-6%	-21%[1.82 µM]
CC(=O)c1ccc2c(c1)OCCOCCOc1ccccc1OCCOCCO2	i	16%	56%	9%	10%	?	-22%	-16%	?
CCC(=O)Nc1ccc2nc(SCCOc3ccc(C)cc3)sc2c1	·	4%	1%	·	·	·	i	-6%	8%
CCCC1(C(=O)OC)NC(c2cc(OC)c(OC)c(OC)c2)C2C(=O)N(CC)C(=O)C21 (stereo not given)	i	-11%	-12%	-9%	3%	4	i	22%	15%
C=CCn1c(Sc2ccccc2)nc2c1c(=O)[nH]c(=O)n2C	i	68%[activator]	-6%	3%	-1%	-2	i	-12%	-6%
CCc1ccc(/C=N/N2CCN(c3ccccn3)CC2)cc1	i	7%	8%	-4%	1%	-11	-73%[inhibitor]	0%	-10%
Cc1cc(SCC(=O)N/N=C/c2ccco2)nc2ccccc12	i	3%	7%	23%	14%	-11	-1%	1%	26%
O=C1NC(=O)c2cc(NC(=O)C3CCCO3)ccc21 (stereo not given)	i	0%	12%	-13%	1%	-15	i	10%	22%
CCC(=O)Nc1cccc(NC(=S)NC(=O)c2cccc(C)c2)c1	i	6%	·	0%	-17%	-6	i	20%	?
Cc1ccc(-n2nc(C(=O)N3CCC(C)CC3)c(=O)n(C)c2=O)cc1	·	14%	-11%	·	·	·	i	-17%	21%[9.22 µM]
COC(=O)c1sc(NC(=S)NNC(=O)c2c(Br)c(C)nn2C)c(C(=O)OC)c1C	i	7%	15%	4%	-13%	19	-95%[inhibitor]	13%	10%
